# APEX1 inh – blocks human APE1 abasic DNA cleavage; P27695; recombinant APE1, TAMRA/BHQ-2 abasic DNA cleavage fluorescence; Potency, µM (titrated, usually from 65.8 µM), inactives show top-dose activity change, negative = inhibition, hits mostly inhibitors; actives 0.35% (n = 350,000); AID 2517;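 note: plate controls were vehicle for no effect and reference inhibitor for full effect; nearly all actives have a fitted effect of over 55% in size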
#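 0.75 nM APE1 + cpd, 15 min RT; start w/ 50 nM TAMRA/BHQ-2 THF-abasic dsDNA; kinetic fluor 525/598 nm ×3 reads @60 s; Δ(read3−read1); normalized to DMSO and NSC13755 control wells.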
# Pol eta inh – DNA polymerase eta (human) inhibition; actives 1.2% (n = 390,000); Potency, µM (doses to about 114 µM), inactives show at the top dose activity change, negative = inhibition, actives largely listed as inhibitors; recombinant Pol eta, fluorescent DNA replication assay; Q9Y253; note: % is set by controls: 0 for no effect and ±100 for the full control effect
#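 Pol eta at 10 nM preincubated with compounds 15 min at room temperature; reaction started with fluorescent substrate (50 nM final) and read kinetically at 0 and 10 min.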
# Pol iota inh – blocks human DNA polymerase iota activity. Q9UNA4. Pol iota fluorescent replication assay, 10 min. Potency, µM (doses to about 115 µM), for inactives: at the top dose activity, negative = inhibition, usual class: inhibitors. actives 1% (n = 390,000)
#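 Pol iota at 10 nM preincubated 15 min with compounds at room temperature; reaction started with fluorescent substrate, 50 nM final. Fluorescence read kinetically at 0 and 10 min; buffer-only wells as negative control.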
# Pol beta inh – blocks human DNA polymerase beta activity; P06746; Pol beta primer extension/strand displacement, fluorescence kinetic; Potency, µM (series often up to 114 µM), for inactives: top-dose activity change, negative = inhibition, usual class: inhibitors; actives 1.3% (n = 340,000); AID 485314; note: % is set by controls: 0 for no effect and ±100 for the full control effect
#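 Pol beta (10 nM) and compounds were preincubated 15 min at room temperature, then 50 nM substrate (final) started primer extension/strand displacement. Reads were taken at 0 and 10 min; concentration-response data were fitted to a four-parameter Hill equation.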
# Pol kappa inh – blocks human DNA polymerase kappa activity | purified Pol kappa, fluorescent DNA synthesis assay, 10 min | Potency, µM (top dose mostly 107 µM), for the others: at the highest dose activity, negative = inhibition, usual class: inhibitors | AID 588579 | Q9UBT6 | actives 0.53% (n = 400,000); note: % is set by controls: 0 for no effect and ±100 for the full control effect
#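 Readout: fluorescence, taken kinetically at 0 and 10 min. Conditions: 10 nM Pol kappa, 15 min RT compound preincubation, 50 nM substrate final. Controls: enzyme-free buffer wells.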
# BLM inh – Bloom syndrome helicase (human) inhibition | P54132 | recombinant BLM DNA unwinding, fluorescence dequenching | Potency, µM (series often up to 56.1 µM), without a hit: at the highest dose activity change, negative = inhibition, hits mostly inhibitors | actives 0.2% (n = 350,000) | AID 2528;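 note: plate controls were vehicle for no effect and no enzyme for full effect; nearly all actives have a fitted effect of over 35% in size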
# JMJD2A Tudor – blocks the human JMJD2A Tudor domain; actives 4.4% (n = 390,000); AlphaScreen JMJD2A-Tudor / H3K4me3 peptide binding; Potency, µM (highest dose often 114 µM), for inactives: at the highest dose activity change, negative = inhibition, actives largely listed as inhibitors; note: % is set by controls: 0 for no effect and ±100 for the full control effect; nearly all actives have a fitted effect of over 50% in size
# G9a block – inhibitors of human histone lysine methyltransferase G9a; Potency, µM (doses to about 102 µM), for inactives: top-dose activity, negative = inhibition, most hits filed as inhibitors; G9a H3K9 monomethylation, AlphaScreen, 2 h; actives 8.8% (n = 350,000); Q96KQ7; note: % is set by controls: 0 for no effect and ±100 for the full control effect; nearly all actives have a fitted effect of over 75% in size
#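 Using a bead-based AlphaScreen, monomethylated H3K9 product from 2 h room-temperature reactions (G9a 20 nM, peptide 500 nM, SAM 20 uM) was detected with 0.5 ug/mL rabbit anti-H3K9me1 antibody.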
# BAZ2B block – blocks human BAZ2B. AlphaScreen BAZ2B-H3K14Ac peptide displacement. Potency, µM (highest dose often 114 µM), for inactives: at the top dose activity change, negative = inhibition, actives largely listed as inhibitors. actives 4.4% (n = 360,000). AID 504333; note: % is set by controls: 0 for no effect and ±100 for the full control effect; nearly all actives have a fitted effect of over 60% in size
#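 BAZ2B 50 nM plus b-H3(5-23)K14Ac 50 nM, PBS pH 7.4/0.01% Tween-20, 30 min RT; compound added (max 110 uM), 30 min RT; streptavidin donor/Ni-chelate acceptor beads 10 ug/mL final, 20 min dark; AlphaScreen read.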
# Starred values were filed as active, the others as inactive; ? = inconclusive; . = not tested or not shown; [ ] = dose if it differs, or a comment. Calls come from the whole dose curve; as a rule, active = well fitted curve in the direction sought with a large enough effect; inconclusive = small, poorly fitted or top-dose-only effect, or another doubt; inactive = no such curve, though single readings can be large; an effect the other way counts as inactive or inconclusive. Potency is the fitted concentration of half-maximal effect. An excerpt, so the mix of outcomes need not match the whole.
1: CCOc1ccc(CCNC(=O)c2sc3nc4n(c(=O)c3c2C)CCCC4)cc1
2: CSc1ccccc1OCc1cc(C(=O)N2CCN(c3ccccc3)CC2C)no1 (stereo not given)
3: c1cn(CC2(Cn3ccnc3)COC2)cn1
4: CSc1ccc(S(=O)(=O)N(C)Cc2ccccc2)cc1
5: CCN(CC)C(=O)Cn1cc(C(=O)C(=O)NCc2cccs2)c2ccccc21
6: O=C(O)c1ccc(CSc2nnc(-c3ccco3)o2)cc1
7: O=[N+]([O-])c1cc(-c2nc(-c3ccncc3)no2)cc([N+](=O)[O-])c1
8: CC1=CC(C)(C)NC(=S)N1c1ccc(Cl)cc1
9: COc1cc(OC)c(OC)cc1/C=C/c1nc2cc3ccccc3cc2c(=O)n1-c1ccc(F)cc1F
10: Cc1ccc2nc(Nc3ccccc3)c(/C=N/O)c(=O)n2c1

Compound	1	2	3	4	5	6	7	8	9	10
APEX1 inh	.	16%	11%	2%	2%	0%	0%	.	.	-2%
Pol eta inh	-15%	?	-10%	-14%	-18%	-14%	2%	0%	-9%	-17%
Pol iota inh	31%[activator]	18%	-1%	-5%	125%[activator]	24%	30%	-6%	14%	-4%
Pol beta inh	-16%	11%	13%	5%	-21%	26%	19%	.	?	6%
Pol kappa inh	-8%	-1%	-8%	2%	-1%	7%	-9%	-6%	-10%[60.1 µM]	-17%
BLM inh	0%	-7%	0%	-8%	-5%	-2%	3%	.	-8%	-9%
JMJD2A Tudor	-19%	-17%	29%[11.4 µM]	91%[activator]	-14%	-9%	-16%	0%	?	-16%
G9a block	-6%[59 µM]	15%	-5%[12.7 µM]	107%[activator]	-27%	-24%	-21%[59 µM]	.	?	5%[59 µM]
BAZ2B block	-7%	-20%	?	42%[activator]	-3%	12%	-29%	.	?	5%

11: COc1cccc(OC)c1C(=O)NNC(=O)c1cccnc1
12: CCOc1ccc(/C=N/NC(=O)c2nnn(-c3nonc3N)c2-c2cccs2)cc1
13: CN(C)c1ccc(Nc2nc(-c3cccnc3)cs2)cc1
14: O=C(/C=C/c1ccccc1)Nc1cccc(C(=O)N2CCCC2)c1
15: CCCCCC(=O)Nc1c(-c2ccc(OC)cc2)c(=O)c2ccccc2n1C
16: COc1ccc(OCc2nc3ccc(S(=O)(=O)Nc4ccccc4Cl)cc3[nH]2)cc1
17: Cc1nnc2c(NC(C)C)nc3ccccc3n12
18: CCc1cccc(C)c1NC(=O)CSc1nnc(Cc2csc(C)n2)o1
19: CC(=O)N/N=C\c1cccc(OC/C=C/c2ccccc2)c1
20: CCc1ccc(S(=O)(=O)Nc2nnc(N)s2)cc1

Compound	11	12	13	14	15	16	17	18	19	20
APEX1 inh	16%	-4%	15%	.	-2%	-3%	6%	8%	-9%	13%
Pol eta inh	-11%	2%	-6%	-15%	-4%	-10%	-18%	-1%	-2%	-1%
Pol iota inh	-3%[58.9 µM]	-19%	-8%	16%	26%	-3%	5%	2%	-18%	2%
Pol beta inh	54%	40%	9%	.	1%	-19%	34%	.	-5%	-30%
Pol kappa inh	-2%	-10%	6%	5%	-1%	-7%	-12%	-8%	-4%	-3%
BLM inh	0%	-1%	-5%	.	-4%	-7%	3%	.	-2%	-1%
JMJD2A Tudor	1%	-6%	-34%	-8%	-18%	40µM*	10%	-7%	-7%	0%
G9a block	.	91%[activator]	?	.	34%[59 µM]	-11%[59 µM]	23%[2.33 µM]	?	12%	3%[0.501 µM]
BAZ2B block	3%	-7%[57.1 µM]	?	.	5%	-19%	2%	-1%	-2%	0%

21: O=C(CSCC(=O)Nc1ccc2ccccc2c1)NCc1ccccc1
22: O=C1N[C@@H](Cc2c[nH]c3ccccc23)COC(=O)[C@@H](Cc2ccc(F)cc2)CC/C=C/C[C@@H]1CC(=O)N(CCO)Cc1ccccc1
23: Cc1ccc(NS(=O)(=O)c2cc(C(=O)NCc3ccccn3)ccc2Cl)cc1
24: CCN(CC)CCNc1ncnc2c1cnn2-c1cc(Cl)ccc1C
25: CC(C)(C)c1ccc(C(=O)Nc2cccc(S(=O)(=O)NC3=NCCC3)c2)cc1
26: Fc1ccc(Nc2cccc3nccnc23)cc1
27: C=C(Cl)COC(=O)C1C2C=CC(C2)C1C(=O)O (stereo not given)
28: O=C1CCN(C(=O)CSc2ccc(Cl)cc2)N1
29: CCCOc1ccc(CNC(=O)c2ccc(C)c(-n3c(C)nc4cccnc43)c2)cc1
30: Cc1ccc(C(=O)OCC(=O)NC2CCCC2)cc1C

Compound	21	22	23	24	25	26	27	28	29	30
APEX1 inh	2%	?	3%	.	7%	-1%	2%	-3%	.	-5%
Pol eta inh	5%	-7%	-6%	-11%	-20%	-19%	-22%	-11%	-14%	3%
Pol iota inh	9%	-16%	9%	-12%	-11%	0%	15%	-7%	38%	53%[activator]
Pol beta inh	18%	.	0%	3%	.	36%	-10%	-19%	12%	12%
Pol kappa inh	-5%	-7%	-7%[60.1 µM]	7%[60.1 µM]	1%	-13%	-16%	-1%	6%	-1%
BLM inh	-2%	.	-3%	1%	.	-5%	4%	-3%	-3%	1%
JMJD2A Tudor	-4%	?	-21%	-27%	-20%	-24%[57.1 µM]	3%	?	0%	-17%
G9a block	23%	.	16%	-27%[59 µM]	11%[12.7 µM]	?	-5%[59 µM]	14µM*	-3%[59 µM]	7%[2.33 µM]
BAZ2B block	-29%	.	-18%	0%	-3%	?	0%	50µM*	-12%	14%

31: Clc1ccc(OCCCCSc2ncccn2)cc1
32: C[C@]12c3[nH]c4ccc(Cl)cc4c3CCN1C(=O)[C@@H](CC(=O)NCc1ccco1)C[C@@H]2C(=O)N1CCOCC1
33: CCOC(=O)C1[C@H]2C(=O)N(CCCOC)C[C@]23C=C[C@H]1O3 (stereo not given in full)
34: COc1ccc(CN2CCNC(=O)C2CC(=O)NCc2csc(C(C)C)n2)c(OC)c1 (stereo not given)
35: O=C(Nc1ccc(F)cc1)c1cccnc1Oc1ccccc1
36: COc1cccc(C(C)NC(=O)c2c(F)cccc2Cl)c1 (stereo not given)
37: NC(=O)CS(=O)(=O)c1nc2ccccc2n1Cc1ccccn1
38: Cc1oc(-c2ccccc2F)nc1CS(=O)CC(=O)NCc1cccs1 (stereo not given)
39: CCCN(C(=O)COc1ccc(Cl)cc1Cl)c1c(N)n(Cc2ccccc2)c(=O)[nH]c1=O
40: COc1ccc(-c2noc(CCC(=O)N3CCN(c4ccc(Br)cc4)CC3)n2)cc1

Compound	31	32	33	34	35	36	37	38	39	40
APEX1 inh	3%	-5%	2%	0%	17%	?	3%	1%	10%	6%
Pol eta inh	0%	-20%	-3%	-2%	-16%	-15%	-10%	1%	3%	-14%
Pol iota inh	?	20%	-6%	30%	132%[activator]	-16%	112%[activator]	-24%	-10%	25%
Pol beta inh	2%	.	24%	-21%	18%	2%	17%	5%	8%	.
Pol kappa inh	-6%	5%	-1%	-12%	-2%	-2%	-10%	-10%	12%	6%
BLM inh	-10%	.	-2%	-3%	-2%	-11%	5%	-1%	-2%	.
JMJD2A Tudor	159%[activator]	-16%	3%	-19%	3%	4%	-6%	-21%	-14%	-13%
G9a block	?	.	14%[59 µM]	?	6%	-6%[59 µM]	-43%	?	-44%	.
BAZ2B block	146%[activator]	.	.	-14%	3%	4%	8%	-1%	5%	.

41: CCOC(=O)Nc1ccc2c(COC(=O)CNS(=O)(=O)c3cccc(Br)c3)cc(=O)oc2c1
42: O=C(NC(=S)NCc1ccc2c(c1)OCO2)c1ccccc1
43: O=C(O)c1ccccc1N/C=C\[N+](=O)[O-]
44: CN(C)c1ccnc(SCc2ccccc2Cl)c1C#N
45: CCc1ccccc1NC(=O)C1CCCN(c2cnccn2)C1 (stereo not given)
46: O=C1CC(c2ccccc2)CC(O)=C1C=NCc1ccccc1Cl (stereo not given)
47: COc1c(OC2OC(C(=O)O)C(O)C(O)C2O)cc(O)c2c(=O)cc(-c3ccccc3)oc12 (stereo not given)
48: CCN(CC)C(=O)c1c(-c2ccccc2)c(-c2ccccc2)nn(C)c1=O

Compound	41	42	43	44	45	46	47	48
APEX1 inh	?	-2%	8%	-1%	.	-4%	20%	.
Pol eta inh	?	-18%	?	-8%	-10%	6%	-10%	-8%
Pol iota inh	-10%	155%[activator]	?	-5%[58.9 µM]	9%	35%[activator]	-9%	17%
Pol beta inh	?	-2%	25µM*	?	30%	-11%	19%	25%
Pol kappa inh	-7%	-6%	-19%	-3%	-10%	-4%	-33%	2%
BLM inh	-2%	-4%	-2%	-7%	0%	-5%	-1%	1%
JMJD2A Tudor	-19%	-29%	-31%	57%[activator]	-21%	-10%	?	-14%
G9a block	-7%[59 µM]	?	67%[activator]	92%[activator][59 µM]	1%[59 µM]	4%[59 µM]	-22%	-7%[59 µM]
BAZ2B block	5%	?	13%	.	-16%	0%	-3%	-2%

# Laid out differently: 4 of the compounds above.
9. COc1cc(OC)c(OC)cc1/C=C/c1nc2cc3ccccc3cc2c(=O)n1-c1ccc(F)cc1F
  APEX1 inh = .	Pol eta inh = -9%	Pol iota inh = 14%	Pol beta inh = ?	Pol kappa inh = -10%[60.1 µM]	BLM inh = -8%	JMJD2A Tudor = ?	G9a block = ?	BAZ2B block = ?
10. Cc1ccc2nc(Nc3ccccc3)c(/C=N/O)c(=O)n2c1
  APEX1 inh = -2%	Pol eta inh = -17%	Pol iota inh = -4%	Pol beta inh = 6%	Pol kappa inh = -17%	BLM inh = -9%	JMJD2A Tudor = -16%	G9a block = 5%[59 µM]	BAZ2B block = 5%
11. COc1cccc(OC)c1C(=O)NNC(=O)c1cccnc1
  APEX1 inh = 16%	Pol eta inh = -11%	Pol iota inh = -3%[58.9 µM]	Pol beta inh = 54%	Pol kappa inh = -2%	BLM inh = 0%	JMJD2A Tudor = 1%	G9a block = .	BAZ2B block = 3%
12. CCOc1ccc(/C=N/NC(=O)c2nnn(-c3nonc3N)c2-c2cccs2)cc1
  APEX1 inh = -4%	Pol eta inh = 2%	Pol iota inh = -19%	Pol beta inh = 40%	Pol kappa inh = -10%	BLM inh = -1%	JMJD2A Tudor = -6%	G9a block = 91%[activator]	BAZ2B block = -7%[57.1 µM]
